Bioassay records (PubChem BioAssay)
CDK5 p35 inh: CDK5/p35 (human) kinase inhibition; Recombinant CDK5/p35, ADP-Glo luminescence, 60 min; inhibition, % at 10 µM; 330,000 compounds, 0.01% hits;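 active = highest replicate inhibition of at least 50% and at least 75% of replicates reaching 50%; inconclusive = only one of the two criteria met; inactive = both criteria failed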;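 also: plate controls were DMSO neutral control for no effect and GW8510 at 10 µM for full effect; many of its hits are not listed in these tables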
Target sequence (Q00535 whole entry, looked up): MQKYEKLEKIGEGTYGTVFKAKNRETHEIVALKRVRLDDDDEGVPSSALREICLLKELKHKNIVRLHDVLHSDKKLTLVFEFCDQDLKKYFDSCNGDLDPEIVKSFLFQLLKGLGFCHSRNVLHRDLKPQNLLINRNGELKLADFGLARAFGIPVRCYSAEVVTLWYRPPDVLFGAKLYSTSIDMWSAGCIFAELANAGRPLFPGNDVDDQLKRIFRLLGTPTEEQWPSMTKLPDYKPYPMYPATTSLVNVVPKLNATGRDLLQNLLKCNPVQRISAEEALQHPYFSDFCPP
Target sequence (Q15078 whole entry, looked up): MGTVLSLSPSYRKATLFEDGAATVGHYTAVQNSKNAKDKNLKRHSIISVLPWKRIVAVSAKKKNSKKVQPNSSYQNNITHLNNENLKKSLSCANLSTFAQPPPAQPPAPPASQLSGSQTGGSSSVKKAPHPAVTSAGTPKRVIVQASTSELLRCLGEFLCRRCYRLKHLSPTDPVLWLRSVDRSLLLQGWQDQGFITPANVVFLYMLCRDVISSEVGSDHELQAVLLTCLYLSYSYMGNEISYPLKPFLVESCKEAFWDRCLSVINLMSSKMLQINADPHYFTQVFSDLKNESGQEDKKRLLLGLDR
dFosB act: enhances mouse delta FosB homodimer DNA binding; activation, % at 25 µM; 340,000 compounds, 0.99% hits; purified delta FosB, TAMRA-CDK5 oligo fluorescence polarization; percent of positive-control signal above neutral wells; P13346; AID 493131;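 active = mean activation above about 17%, with every replicate also reaching it, limit read from the data, passing the limit was not always enough; inconclusive = only one of the two conditions met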;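 also: fluorescence polarization rise as delta FosB binds a TAMRA Cdk5 AP-1 oligo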
V-ATPase pH: regulators of yeast V-ATPase proton transport. S. cerevisiae, pHLuorin cytosolic pH fluorescence. response, % at 10 µM. 350,000 compounds, 0.37% hits. AID 504577; in the data active = response mostly above about 7.3%, no sharp cut-off; inactive = mostly below about 5.4%; also: actives read high; inactives centre near 0; some compounds called inactive have numbers as strong as hits
RTF Ca sens act: cardiac RTF calcium sensitization; IANBD-labeled TnC RTF fluorescence at EC20 calcium; 0% EC20 calcium, 100% full calcium; activation, % at 7.2 µM; 340,000 compounds, 0.24% hits;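 active = activation above the mean over all tested compounds plus 3 SD, cut at about 30% in these data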;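 also: rise in fluorescence read as greater calcium sensitivity of cardiac thin filaments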
CAL PDZ FP-1: blocks peptide binding to the human CAL PDZ domain; AID 602252; Q9HD26; purified CAL PDZ, TMR-peptide fluorescence polarization, 1 h; 300,000 compounds, 0.92% hits; inhibition, % at 24.9 µM;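 active = mean inhibition of at least 30% with at least half of replicates also reaching 30%; inconclusive = no clear call, values can overlap the other calls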;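 also: 0% = DMSO neutral control and 100% = excess unlabeled competitor peptide PRC23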
MITF act: increases MITF-driven TRPM1 promoter luciferase signal. activation, % at 12.5 µM. 300,000 compounds, 0.75% hits. SK-MEL-5 TRPM1-promoter luciferase, 24 h; % of positive control, neutral wells = 0;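 active = mean activation of at least 80% with every replicate also reaching 80%; inconclusive = mean reaches 80% but some replicate falls short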;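 also: 0% = neutral control wells and 100% = parthenolide positive control wells; values of inactives mirror those of a sister screen read the other way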
CAL PDZ FP-2: inhibitors of human CAL PDZ peptide binding; Q9HD26; purified CAL PDZ, TMR-peptide fluorescence polarization, 1 h; inhibition, % at 20 µM; 330,000 compounds, 0.02% hits; AID 504414;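 active = highest replicate inhibition of at least 40%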;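 also: plate controls were DMSO neutral control wells for no effect and unlabeled competitor peptide control wells for full effect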
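Material: tagged CAL PDZ protein CerCALP, purified; buffer or medium: sodium phosphate/NaCl buffer pH 7.4 with TCEP, IgG, Thesit; also added: fluorescent TMR peptide probe; schedule: 1 h incubation at room temperature before polarization reading; technique: fluorescence polarization from S- and P-plane intensities, G-factor corrected; control set: unlabelled peptide and DMSO controls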
Tat transport: inhibitors of E. coli Tat protein transport; E. coli MC4100 TorA-mCherry Tat export, fluorescence; inhibition, % at 10 µM; 340,000 compounds, 0.036% hits;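 active = mean replicate inhibition at least 50% and at least half of replicates individually reaching 50%; inconclusive = only one of the two criteria met; inactive = neither criterion met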;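 also: exported cargo escapes ClpAP degradation while cytoplasmic cargo is degraded and loses fluorescence; 0% = median of neutral control wells and 100% = median of NaSCN control wells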
Wnt bcat act: activates Wnt/beta-catenin signaling in a reporter cell assay; activator, plate reader; activation, % at 9.35 µM; 300,000 compounds, 1.2% hits; AID 743398; in the data active = activation above about 30%, passing the limit was not always enough; inconclusive = no clear call, values can overlap the other calls;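 also: 0% = neutral control wells and 100% = positive control wells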
Rtt109 Vps75: inhibitors of Candida albicans Rtt109/Vps75 histone acetyltransferase; Q5AAJ8; 330,000 compounds, 0.16% hits; AID 540336; inhibition, % at 34.9 µM; purified Rtt109/Vps75, ThioGlo CoA-SH fluorescence, 4 h;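 active = inhibition of at least 50% in every replicate; inconclusive = best replicate reaches 50% inhibition but some replicates fall short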
Target sequence (Q5AAJ8 whole entry, looked up): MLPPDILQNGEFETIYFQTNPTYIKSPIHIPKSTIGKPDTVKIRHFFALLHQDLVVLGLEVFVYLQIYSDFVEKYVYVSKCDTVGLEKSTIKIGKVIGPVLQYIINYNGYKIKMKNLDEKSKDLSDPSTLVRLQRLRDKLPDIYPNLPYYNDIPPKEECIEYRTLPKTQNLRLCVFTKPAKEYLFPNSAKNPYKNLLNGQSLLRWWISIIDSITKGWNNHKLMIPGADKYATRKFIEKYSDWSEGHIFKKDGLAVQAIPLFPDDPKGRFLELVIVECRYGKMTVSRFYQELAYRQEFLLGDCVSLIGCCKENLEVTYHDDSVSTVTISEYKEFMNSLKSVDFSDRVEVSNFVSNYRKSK
Starred values were filed as active, the others as inactive; ? = inconclusive; / = no result given.

No. | SMILES | CDK5 p35 inh | dFosB act | V-ATPase pH | RTF Ca sens act | CAL PDZ FP-1 | MITF act | CAL PDZ FP-2 | Tat transport | Wnt bcat act | Rtt109 Vps75
1 | Cc1ccc(C(=O)CC2(O)C(=O)N(Cc3ccc4c(c3)OCO4)c3ccccc32)cc1 (stereo unspecified) | -1.9 | -3 | -1 | -6 | -4 | / | -0.6 | 3 | -1 | 12
2 | CC(C)CNC(=S)N1CCC(c2nc(-c3ccc(F)cc3)no2)CC1 | -0.4 | -12 | 3 | 6 | -3 | -13 | 0.0 | 10 | -2 | 3
3 | CCOC(=O)C1=C(N)Oc2c(oc(CO)cc2=O)C1c1ccc(F)cc1 (stereo unspecified) | -0.3 | -7 | 5 | 2 | -3 | -2 | / | -5 | / | 4
4 | CN(C)CCCNC(=O)/C=C/c1ccc2c(c1)OCO2 | 0.1 | 3 | 0 | 3 | 23 | -3 | -1.0 | -7 | 0 | -16
5 | COc1cc(C(C)=O)ccc1OCC(=O)NCC(c1ccc(F)cc1)N1CCOCC1 (stereo unspecified) | 0.5 | -9 | -1 | -4 | / | -1 | 0.0 | 0 | -3 | -11
6 | COc1cccc(CNC(=O)CCS(=O)(=O)c2cccc3nonc23)c1 | 0.8 | -9 | -2 | -4 | -7 | 2 | -1.0 | -27 | -1 | -1
7 | CCn1c(=S)[nH]c2cc(C(=O)OC)ccc2c1=O | 1.1 | -5 | / | 0 | 1 | / | -0.5 | -5 | 1 | 9
8 | O=C(OCC(=O)N1CCOCC1)c1ccccc1OCc1ccccc1Cl | 0.2 | -5 | -2 | 4 | 2 | 10 | -0.4 | 5 | 1 | 3
9 | O=C(c1ccco1)N1CCN(C(c2ccc(Cl)cc2)c2nnnn2CC2CCCO2)CC1 (stereo unspecified) | -0.7 | -12 | 1 | 4 | 2 | -4 | -1.1 | 2 | -1 | 11
10 | CCN1CCCC1CNC(=O)c1cc2c(C)nc3ccccc3c2o1 (stereo unspecified) | 0.6 | -24 | 3 | 5 | / | -1 | -1.7 | -2 | / | -3
11 | COc1ccccc1N1CC(C(=O)Nc2ccc(S(=O)(=O)N3CCOCC3)cc2)CC1=O (stereo unspecified) | -1.1 | -7 | 0 | 2 | / | -4 | 0.1 | -5 | -4 | 9
12 | CCCc1nc2c(=O)n(C)c(=O)[nH]c2n1C | -0.3 | -4 | -1 | -2 | 0 | 3 | / | -3 | / | -2
13 | CN(C)C1=NCCN1CCCC1CCCC1 | 0.4 | 4 | 2 | 0 | -4 | 4 | 0.5 | -1 | -1 | -13
14 | O=C(Nc1ccccc1C(=O)NCc1cccnc1)c1ccccc1Cl | 0.4 | -4 | -1 | 3 | -4 | -11 | -2.9 | -2 | -3 | 4
15 | CC(C)OP(=O)(c1ccc(N(C)C)cc1)C(O)c1ccc(C(C)C)cc1 (stereo unspecified) | 2.2 | -9 | 9 | -2 | 0 | 5 | 0.3 | 10 | -2 | 0
16 | Cc1ccccc1CS(=O)(=O)c1cn(CC(=O)N2CCC(C)CC2)c2ccccc12 | 0.8 | -7 | 0 | 0 | -3 | -2 | -1.2 | -2 | / | -3
17 | CCOC(=O)[C@@H]1[C@H]2COc3ccc(Br)cc3[C@@H]2N2C(=O)N(c3ccccc3)C(=O)[C@@]12C | 1.4 | 5 | -14 | -2 | 3 | 2 | -0.3 | -1 | -1 | 9
18 | COC(=O)N/N=C/c1ccc(-c2cccc(Cl)c2)o1 | 1.2 | -2 | 0 | -6 | -1 | 14 | -0.5 | -1 | 11 | 22
19 | CN1C[C@@H]2[C@@H]3C(=O)N(C)C(=O)[C@@H]3[C@](Cc3ccccc3)(C1=O)N2C(=O)c1ccc(F)cc1 | -1.7 | 2 | -2 | 5 | 15 | -4 | 0.4 | -8 | -2 | -4
20 | COc1ccc(Cl)cc1C(=O)NCC(C)C | -0.9 | 3 | 2 | 0 | 0 | -7 | -2.1 | -3 | -1 | -7
21 | O=C(COc1ccccc1Cl)Nc1nnc(S(=O)(=O)N2CCCCCC2)s1 | 0.3 | ? | -1 | -6 | / | -7 | -2.9 | 10 | -3 | -5
22 | CCN1C(=O)[C@@H]2[C@@H](c3ccc(SC4CCCCC4)c(OC)c3)N3CCCC[C@@]3(C(=O)OC)[C@@H]2C1=O | -0.3 | 5 | -3 | 9 | -5 | 0 | -0.3 | -6 | -7 | 1
23 | COc1ccc(S(=O)(=O)N2CCN(CC(=O)NC3CCCC3)CC2)cc1 | 2.4 | 2 | 0 | 0 | 2 | -3 | -2.4 | 2 | -1 | 9
24 | O=C(CNC(=O)c1cccc([N+](=O)[O-])c1)NC1CCCc2ccccc21 (stereo unspecified) | 1.0 | -15 | 1 | -1 | 35* | -5 | -0.9 | -6 | -2 | 2
25 | CC(NC(N)=O)C12CC3CC(CC(C3)C1)C2 (stereo unspecified) | 1.6 | -3 | 2 | 1 | -5 | / | 0.5 | 7 | / | -8
26 | CNC(=O)c1sc(N2N=C3/C(=C\c4ccccc4)CCCC3C2c2ccccc2)nc1C (stereo unspecified) | -0.2 | 1 | -5 | -4 | / | -4 | -0.5 | 1 | -2 | -37
27 | CCOC(Cn1cc([N+](=O)[O-])c(=O)[nH]c1=O)OCC | -0.6 | 3 | 1 | 11 | 2 | 3 | -0.5 | 0 | 0 | -3
28 | CCOC(=O)c1ccc(NC(=S)NCCCN2CCCCC2)cc1 | -1.4 | -7 | 3 | 6 | / | 9 | -2.2 | -5 | / | 6
29 | C#CC(CC)(CC)NC(=O)c1c(C)noc1C | -0.5 | -2 | 0 | 7 | 0 | -2 | / | 5 | / | -1
30 | CCOC(=O)c1cnn(-c2ccccc2)c1NC(=O)CCl | -0.9 | 2 | -2 | -2 | 1 | -7 | -2.7 | 5 | -3 | /

Following part
nr	smiles	CDK5 p35 inh	dFosB act	V-ATPase pH	RTF Ca sens act	CAL PDZ FP-1	MITF act	CAL PDZ FP-2	Tat transport	Wnt bcat act	Rtt109 Vps75
31	Cn1cc(S(=O)(=O)CC(=O)Nc2ccc3c(c2)OCCO3)c2ccccc21	1.0	-1	-2	-4	6	-1	-0.8	-3	-2	-2
32	Cc1nnc(SCC(=O)NC(C)(C)C)n1CCc1ccccc1	0.7	1	-11	-10	-3	5	-4.3	-9	/	/
33	COc1ccc(CN(C)C(=O)CCl)cc1	-1.2	-4	1	-5	-1	-7	-1.1	4	-2	-2
34	Cc1cc(=O)[nH]c(SCC(=O)Nc2ccc(F)cc2)c1C#N	-0.1	-6	-1	/	7	-4	-0.6	23	-1	15
35	CC(C)(C)c1cc(NCc2ccccn2)n2ncc(-c3ccccc3)c2n1	0.0	3	1	2	-5	45	-1.7	19	12	-2
36	CCCCC[C@H]1CN(Cc2ccccc2)C(=O)[C@@H]1CC(=O)NCc1ccccc1	1.9	-4	-8	5	1	-10	-0.8	20	-4	-6
37	CC(C)NC(=S)Nc1ccc(Oc2ccccc2)cc1	1.5	-7	5	-3	0	2	0.3	7	-1	3
38	CCOCCCn1c(=NC(=O)c2ccco2)c(C(=O)OCC)cc2c(=O)n3cccc(C)c3nc21	-0.7	-13	-3	5	-6	/	-0.6	4	-2	-121
39	Cc1sc(NC(=O)Cc2ccc3c(c2)OCO3)nc1-c1ccc2c(c1)CCN2C(=O)c1ccc(F)cc1	-0.6	-15	11*	2	-3	-13	-1.4	-1	/	11
40	O=C(Nc1cc(C(F)(F)F)ccc1Cl)C(=O)N1CCCCC1	-0.7	6	1	-3	0	-5	-0.4	-4	-1	-5
41	O=C(/C=C/c1ccccc1[N+](=O)[O-])c1ccccc1Br	2.8	-11	2	4	/	8	-0.3	2	13	17
42	COc1ccc(NC(=O)c2ccc(NC(=O)c3cccs3)cc2)cc1	0.5	-2	-3	-4	-2	0	0.5	-5	-4	10
43	c1csc(-c2nc3c4ccccc4c4ccccc4c3[nH]2)c1	2.0	12	1	0	-10	/	/	10	-2	-6
44	Cc1ccc(SCC(=O)NC(=O)c2ccccc2Br)c(C)c1	-1.7	-8	1	3	0	-4	0.1	3	-7	-1
45	O=C(Cc1c(F)cccc1Cl)N1CCN(C(=O)c2ccco2)CC1	2.8	-1	-1	-4	2	-8	-2.5	-5	/	6
46	Cc1ccnc(NC(=O)C2COc3ccccc3O2)c1 (stereo unspecified)	0.7	2	0	-2	-3	88*	-3.7	-2	58*	-3
47	NC(=O)SCC(=O)Nc1ccc(Cl)c(Cl)c1	1.8	1	-2	-1	-5	-4	-1.5	-4	/	-2
48	N=c1sccn1CC(=O)N1CCc2ccccc21	-2.4	8	3	-6	22	-7	-3.4	-1	/	0
49	COc1ccc(CC(=O)OCCc2cc3cc(OC)c(OC)cc3c(=O)o2)cc1	0.0	-2	-5	2	-9	-5	1.1	-10	-3	6
50	N=c1c(C(=O)NC2CCCCC2)cc2c(=O)n3ccccc3nc2n1Cc1ccc(F)cc1	/	-5	4	-1	-3	4	-0.9	4	-1	0

Some of the entries so far, screen by screen.
#42 COc1ccc(NC(=O)c2ccc(NC(=O)c3cccs3)cc2)cc1
#43 c1csc(-c2nc3c4ccccc4c4ccccc4c3[nH]2)c1
#44 Cc1ccc(SCC(=O)NC(=O)c2ccccc2Br)c(C)c1
#45 O=C(Cc1c(F)cccc1Cl)N1CCN(C(=O)c2ccco2)CC1
#46 Cc1ccnc(NC(=O)C2COc3ccccc3O2)c1 (stereo unspecified)
#47 NC(=O)SCC(=O)Nc1ccc(Cl)c(Cl)c1
#48 N=c1sccn1CC(=O)N1CCc2ccccc21
Screen / compound no. | 42 | 43 | 44 | 45 | 46 | 47 | 48
CDK5 p35 inh | 0.5 | 2.0 | -1.7 | 2.8 | 0.7 | 1.8 | -2.4
dFosB act | -2 | 12 | -8 | -1 | 2 | 1 | 8
V-ATPase pH | -3 | 1 | 1 | -1 | 0 | -2 | 3
RTF Ca sens act | -4 | 0 | 3 | -4 | -2 | -1 | -6
CAL PDZ FP-1 | -2 | -10 | 0 | 2 | -3 | -5 | 22
MITF act | 0 | / | -4 | -8 | 88* | -4 | -7
CAL PDZ FP-2 | 0.5 | / | 0.1 | -2.5 | -3.7 | -1.5 | -3.4
Tat transport | -5 | 10 | 3 | -5 | -2 | -4 | -1
Wnt bcat act | -4 | -2 | -7 | / | 58* | / | /
Rtt109 Vps75 | 10 | -6 | -1 | 6 | -3 | -2 | 0

Next section
nr	smiles	CDK5 p35 inh	dFosB act	V-ATPase pH	RTF Ca sens act	CAL PDZ FP-1	MITF act	CAL PDZ FP-2	Tat transport	Wnt bcat act	Rtt109 Vps75
51	O=C(O)C1CCCCC1C(=O)Nc1ccc(Cl)cc1 (stereo unspecified)	-0.1	-4	-2	-1	-10	20	0.0	-8	-2	2
52	Fc1ccc(Br)cc1/C=N/N1CCN(c2ccccc2)CC1	0.3	-2	-1	13	-2	/	-1.8	7	18	-3
53	CC(C(=O)NC1CCCC1)N1C(=O)c2cccc3cccc1c23 (stereo unspecified)	2.1	-5	3	-3	-1	8	-2.2	1	-1	-4
54	CC(C)Oc1ccc(N2CC(C(=O)Nc3ccc4c(c3)OCO4)CC2=O)cc1 (stereo unspecified)	2.0	-3	0	4	-3	-8	0.2	-7	2	3
